Screens from PubChem BioAssay.
All columns: NCI-60 one-dose screen, growth in % after 48 h at 10 µM unless noted; 100 = growth as untreated, 0 = no growth, -100 = all killed.
NCI-H23 – NCI-H23 lung cancer. 80,000 tested, 4% active
COLO 205 – COLO 205 colon cancer; 79,000 tested, 7.3% active
HCT-116 – HCT-116 colon cancer; 82,000 tested, 7.3% active; AID 1794798
NCI-H322M – NCI-H322M lung cancer. 80,000 tested, 2.7% active
HCT-15 – HCT-15 colon cancer; 82,000 tested, 5.2% active; AID 1794746
NCI-H460 – NCI-H460 lung cancer. 82,000 tested, 6.8% active
NCI/ADR-RES – NCI/ADR-RES ovarian cells | 81,000 tested, 4.4% active
NCI-H522 – NCI-H522 lung cancer. 78,000 tested, 8% active
NCI-H226 – NCI-H226 lung cancer; 79,000 tested, 3.5% active; AID 1794732
Active calls of the source: *; & = joins results of further samples. How the source made its calls: active means growth percent below 10; inactive means the rest. Compounds were not picked by outcome; overall some 12% were active at least once.

COc1ccc(-c2c(C#N)c(-c3ccccc3)nc3c2c(-c2ccccc2)nn3-c2ccccc2)cc1OC was read as NCI-H23 89, COLO 205 92, HCT-116 69, NCI-H322M 91, HCT-15 90, NCI-H460 87, NCI/ADR-RES 95, NCI-H522 82 and NCI-H226 78.
`Clc1cnc(OC2CCNC2)nc1-n1cnc2ccccc21` (stereo unspecified) gave NCI-H23 100, COLO 205 88, HCT-116 77, NCI-H322M 96, HCT-15 96, NCI-H460 103, NCI/ADR-RES 94, NCI-H522 89 and NCI-H226 100.
`O=C1/C(=C/c2cc(C(F)(F)F)ccc2Cl)Cc2cc3c(cc21)OCO3` gave NCI-H23 85, COLO 205 110, HCT-116 72, NCI-H322M 75, HCT-15 65, NCI-H460 84, NCI/ADR-RES 66, NCI-H522 58 and NCI-H226 87.
For CCCN(CCC)CC(=O)Nc1cccc(Cl)c1C the results were NCI-H23 85, COLO 205 100, HCT-116 87, NCI-H322M 108, HCT-15 95, NCI-H460 110, NCI/ADR-RES 90, NCI-H522 85 and NCI-H226 96.
`CCOC(=O)c1c(-c2ccc(C)cc2)c(C#N)c(=O)n(-c2cccc(C(F)(F)F)c2)c1N` gave NCI-H23 99, COLO 205 106, HCT-116 103, NCI-H322M 103, HCT-15 101, NCI-H460 104, NCI/ADR-RES 109, NCI-H522 95 and NCI-H226 100.
Screening Cc1nc(Nc2nc3ccccc3s2)nc(-c2ccccc2)c1C(=O)Nc1ncccn1 returned NCI-H23 96, COLO 205 109, HCT-116 98, NCI-H322M 101, HCT-15 105, NCI-H460 106, NCI-H522 78 and NCI-H226 96.
For CC(C)[N+](C)(CCOC(=O)C1c2ccccc2Oc2ccccc21)C(C)C the results were NCI-H23 104, COLO 205 113, HCT-116 100, NCI-H322M 108, HCT-15 95, NCI-H460 115, NCI/ADR-RES 106, NCI-H522 99 and NCI-H226 94.
Screening C[C@H]1CCC/C=C/[C@@H]2C[C@H](O)[C@H](O)[C@H]2[C@H](O)/C=C/C(=O)O1 returned NCI-H23 89, COLO 205 113, HCT-116 99, NCI-H322M 104, HCT-15 118, NCI-H460 109, NCI/ADR-RES 101, NCI-H522 66 and NCI-H226 100.
`c1ccc(-c2nn(-c3ccccc3)c3nccc(-c4cccs4)c23)cc1` gave NCI-H23 101, COLO 205 115, HCT-116 98, NCI-H322M 100, HCT-15 101, NCI-H460 106, NCI/ADR-RES 107, NCI-H522 87 and NCI-H226 97.
C/C(=C\CCc1ccoc1)CC/C=C(\C)CCCCCC/C(C)=C/CC/C(C)=C/CCc1ccoc1 was read as NCI-H23 108, COLO 205 97, HCT-116 102, NCI-H322M 100, HCT-15 102, NCI-H460 106, NCI/ADR-RES 107 and NCI-H226 106.
`COc1ccc(C2=NN(c3ccccc3)C(c3ccc(OC)c(OCc4ccccc4)c3)C2)cc1OC` (stereo unspecified) gave NCI-H23 100, COLO 205 115, HCT-116 75, NCI-H322M 102, HCT-15 84, NCI-H460 105, NCI/ADR-RES 103, NCI-H522 78 and NCI-H226 85.
`C=C1C(=O)O[C@H]2[C@H]1CC/C(COC(=O)NCc1nc3ccccc3[nH]1)=C\CC[C@@]1(C)O[C@@H]21` gave NCI-H23 87, COLO 205 19, HCT-116 48, NCI-H322M 112, HCT-15 103, NCI-H460 102, NCI/ADR-RES 99, NCI-H522 -44* and NCI-H226 88.
For COc1cc(CO)cc2cc3ccccc3nc12 the results were NCI-H23 97, COLO 205 107, HCT-116 98, NCI-H322M 115, HCT-15 106, NCI-H460 105, NCI/ADR-RES 111, NCI-H522 97 and NCI-H226 79.
For CCN(CC)CCCNc1ccc(Nc2ccc(OC)cc2)cc1 the results were NCI-H23 92, COLO 205 86, HCT-116 82, NCI-H322M 83, HCT-15 105, NCI-H460 64, NCI/ADR-RES 95, NCI-H522 64 and NCI-H226 110.
`CCOC(=O)Nc1ccc(C(C)=O)cc1` gave NCI-H23 101, COLO 205 109, HCT-116 96, NCI-H322M 106, HCT-15 103, NCI-H460 105, NCI/ADR-RES 106, NCI-H522 78 and NCI-H226 101.

At a glance, part of the list above:
`CCOC(=O)c1c(-c2ccc(C)cc2)c(C#N)c(=O)n(-c2cccc(C(F)(F)F)c2)c1N` gave NCI-H23 99, COLO 205 106, HCT-116 103, NCI-H322M 103, HCT-15 101, NCI-H460 104, NCI/ADR-RES 109, NCI-H522 95 and NCI-H226 100.
Screening Cc1nc(Nc2nc3ccccc3s2)nc(-c2ccccc2)c1C(=O)Nc1ncccn1 returned NCI-H23 96, COLO 205 109, HCT-116 98, NCI-H322M 101, HCT-15 105, NCI-H460 106, NCI-H522 78 and NCI-H226 96.
For CC(C)[N+](C)(CCOC(=O)C1c2ccccc2Oc2ccccc21)C(C)C the results were NCI-H23 104, COLO 205 113, HCT-116 100, NCI-H322M 108, HCT-15 95, NCI-H460 115, NCI/ADR-RES 106, NCI-H522 99 and NCI-H226 94.
Screening C[C@H]1CCC/C=C/[C@@H]2C[C@H](O)[C@H](O)[C@H]2[C@H](O)/C=C/C(=O)O1 returned NCI-H23 89, COLO 205 113, HCT-116 99, NCI-H322M 104, HCT-15 118, NCI-H460 109, NCI/ADR-RES 101, NCI-H522 66 and NCI-H226 100.
`c1ccc(-c2nn(-c3ccccc3)c3nccc(-c4cccs4)c23)cc1` gave NCI-H23 101, COLO 205 115, HCT-116 98, NCI-H322M 100, HCT-15 101, NCI-H460 106, NCI/ADR-RES 107, NCI-H522 87 and NCI-H226 97.
C/C(=C\CCc1ccoc1)CC/C=C(\C)CCCCCC/C(C)=C/CC/C(C)=C/CCc1ccoc1 was read as NCI-H23 108, COLO 205 97, HCT-116 102, NCI-H322M 100, HCT-15 102, NCI-H460 106, NCI/ADR-RES 107 and NCI-H226 106.
`COc1ccc(C2=NN(c3ccccc3)C(c3ccc(OC)c(OCc4ccccc4)c3)C2)cc1OC` (stereo unspecified) gave NCI-H23 100, COLO 205 115, HCT-116 75, NCI-H322M 102, HCT-15 84, NCI-H460 105, NCI/ADR-RES 103, NCI-H522 78 and NCI-H226 85.

The main list resumes, starting two compounds before the break.
For CCN(CC)CCCNc1ccc(Nc2ccc(OC)cc2)cc1 the results were NCI-H23 92, COLO 205 86, HCT-116 82, NCI-H322M 83, HCT-15 105, NCI-H460 64, NCI/ADR-RES 95, NCI-H522 64 and NCI-H226 110.
`CCOC(=O)Nc1ccc(C(C)=O)cc1` gave NCI-H23 101, COLO 205 109, HCT-116 96, NCI-H322M 106, HCT-15 103, NCI-H460 105, NCI/ADR-RES 106, NCI-H522 78 and NCI-H226 101.
O=C1OCC2=C1C(c1cccc(F)c1)c1cc3c(cc1N2CCO)OCO3 (stereo unspecified) was read as NCI-H23 33, COLO 205 7.1*, HCT-116 18, NCI-H322M 51, HCT-15 22, NCI-H460 14, NCI/ADR-RES 25, NCI-H522 12 and NCI-H226 68.
Screening C=C1c2nc3ccccc3n2C=C(c2ccc(Cl)cc2)N1Cc1ccccc1 returned NCI-H23 73, COLO 205 105, HCT-116 63, NCI-H322M 96, HCT-15 78, NCI-H460 88, NCI/ADR-RES 79, NCI-H522 66 and NCI-H226 77.
`Nc1ncnc(N)c1NC(=O)c1cc(Cl)c(OCc2ccccc2)c(Cl)c1` gave NCI-H23 108, COLO 205 121, HCT-116 109, NCI-H322M 106, HCT-15 101, NCI-H460 108, NCI/ADR-RES 121 and NCI-H522 93.
`COC(=O)[C@]12CC[C@@H](C)[C@H](C)[C@@H]1C1=CC[C@@H]3[C@@]4(C)C[C@@H](OC(=O)/C=C/c5ccccc5)[C@H](O)[C@@](C)(CO)[C@@H]4[C@H](O)C[C@@]3(C)[C@]1(C)CC2` gave NCI-H23 4.7*, COLO 205 -59*, HCT-116 -56*, NCI-H322M 38, HCT-15 -21*, NCI-H460 -40*, NCI/ADR-RES 7.3*, NCI-H522 -60* and NCI-H226 0.7*.
Screening CCC[S@](=O)c1ccc2nc(NC(=O)OC)[nH]c2c1 returned NCI-H23 98, COLO 205 100, HCT-116 84, NCI-H322M 99, HCT-15 99, NCI-H460 100, NCI/ADR-RES 106, NCI-H522 71 and NCI-H226 90.
Screening O=[N+]([O-])c1ccc(-n2[nH]nnc2=S)cc1 returned NCI-H23 98, COLO 205 100, HCT-116 101, NCI-H322M 93, HCT-15 98, NCI-H460 110, NCI/ADR-RES 106, NCI-H522 91 and NCI-H226 107.
For NCC1CC2CCC1C2 (stereo unspecified) the results were NCI-H23 84, COLO 205 103, HCT-116 86, NCI-H322M 97, HCT-15 99, NCI-H460 107, NCI/ADR-RES 90, NCI-H522 69 and NCI-H226 91.
CCCC(=O)Oc1ccc(C2(c3ccc(OC(=O)CCC)cc3)OC(=O)c3ccccc32)cc1 was read as NCI-H23 111, COLO 205 109, HCT-116 101, NCI-H322M 101, HCT-15 111, NCI-H460 109, NCI/ADR-RES 108, NCI-H522 93 and NCI-H226 102.
COc1cc(/C=C/C(=O)c2cccc(-n3cc(-c4cc(OC)c(OC)c(OC)c4)[nH]c3=O)c2)cc(OC)c1OC was read as NCI-H23 6.1*, COLO 205 -36*, HCT-116 -78*, NCI-H322M 46, HCT-15 -4.5*, NCI-H460 -2.0*, NCI/ADR-RES 11, NCI-H522 -67* and NCI-H226 58.
Screening Cc1ccc(O)c(S(=O)(=O)O)c1 returned NCI-H23 94, COLO 205 113, HCT-116 101, NCI-H322M 110, HCT-15 101, NCI-H460 108, NCI/ADR-RES 96, NCI-H522 98 and NCI-H226 98.
Screening Nc1ncc(-c2ccc(NS(=O)(=O)c3ccc(F)c(Br)c3)cc2)[nH]1 returned NCI-H23 87, COLO 205 93, HCT-116 95, NCI-H322M 88, HCT-15 93, NCI-H460 91, NCI/ADR-RES 96, NCI-H522 30 and NCI-H226 84.
For CC1OC(O)C(O)C(O)C1O (stereo unspecified) the results were NCI-H23 103, COLO 205 114, HCT-116 110, NCI-H322M 100, HCT-15 105, NCI-H460 104, NCI/ADR-RES 108, NCI-H522 91 and NCI-H226 98.
`COc1ccccc1N1CCN(CC(O)COc2cccc3ccccc23)CC1` (stereo unspecified) gave NCI-H23 61, HCT-116 41, NCI-H322M 90, HCT-15 82, NCI-H460 68, NCI/ADR-RES 72 and NCI-H226 80.
Screening COc1ccc(C(=O)OC2C(OC3C(O)COC(O[C@H]4C[C@H]5[C@@H]6CC=C7C[C@@H](O)CC[C@]7(C)[C@H]6CC[C@]5(C)[C@H]4[C@H](C)C(=O)CCC(C)C)C3OC(=O)C(C)C)OCC(O)C2O)cc1 (stereo partly specified) returned NCI-H23 43, COLO 205 -48*, HCT-116 10, NCI-H322M 59, HCT-15 -8.2*, NCI-H460 0.3*, NCI/ADR-RES 75, NCI-H522 -46* and NCI-H226 11.
Nc1nc2nccnc2c(=O)[nH]1 was read as NCI-H23 97&105, COLO 205 104&110, HCT-116 84&95, NCI-H322M 97&105, HCT-15 98&99, NCI-H460 108&102, NCI/ADR-RES 103&113, NCI-H522 78&96 and NCI-H226 104&96.
`O=C1c2cccc(NCc3ccccn3)c2C2CC=CCN12` (stereo unspecified) gave COLO 205 103, HCT-116 108, HCT-15 99, NCI-H460 108, NCI/ADR-RES 101, NCI-H522 74 and NCI-H226 111.
`CC(C)(C)OC(=O)N1CCc2c(sc3ncnc(Nc4ccc(NC(=O)Nc5ccc(Br)cc5)cc4)c23)C1` gave NCI-H23 93, COLO 205 86, HCT-116 91, NCI-H322M 92, HCT-15 94, NCI-H460 89, NCI/ADR-RES 98, NCI-H522 74 and NCI-H226 82.
Screening COc1ccc(C2CC(c3ccc(N4CCOCC4)cc3)=NN2c2nc(-c3ccc(Cl)cc3)c(C#N)c(N3CCOCC3)n2)cc1OC (stereo unspecified) returned COLO 205 107, HCT-116 97, NCI-H322M 103, HCT-15 92, NCI-H460 98, NCI/ADR-RES 91, NCI-H522 92 and NCI-H226 104.
`COc1ccc(NC(=O)CSc2nnc(-c3cc(-c4ccc(S(N)(=O)=O)cc4)nc4ccccc34)n2-c2ccccc2)cc1` gave NCI-H23 102, COLO 205 96, HCT-116 74, NCI-H322M 94, HCT-15 89, NCI-H460 91, NCI/ADR-RES 104, NCI-H522 78 and NCI-H226 78.
For CCCOCCCNc1nc(N)nc(NCCCOCCC)n1 the results were NCI-H23 88, COLO 205 101, HCT-116 98, NCI-H322M 102, HCT-15 95, NCI-H460 107, NCI/ADR-RES 92, NCI-H522 85 and NCI-H226 96.
Nc1ccn(C2CCCCO2)c(=O)n1 (stereo unspecified) was read as NCI-H23 105, COLO 205 103, HCT-116 110, NCI-H322M 110, HCT-15 106, NCI-H460 111, NCI/ADR-RES 102, NCI-H522 89 and NCI-H226 100.
Screening O=C(CSc1nc2ccccc2[nH]1)c1ccc(-n2nnc3ccccc32)cc1 returned NCI-H23 97&105, COLO 205 137&125, HCT-116 98&106, NCI-H322M 101&107, HCT-15 102&109, NCI-H460 101&107, NCI/ADR-RES 101&106, NCI-H522 84&78 and NCI-H226 87&103.
`COc1ccc(Cl)cc1Nc1nc(C(F)(F)F)ccc1C(=O)N/N=C/c1ccc(Cl)cc1` gave NCI-H23 64, COLO 205 18, HCT-116 21, HCT-15 25, NCI-H460 27, NCI/ADR-RES 41, NCI-H522 32 and NCI-H226 52.
